Siah-1 displacement: Siah-1 peptide-binding antagonists, primary screen, biochemical, fluorescence polarization, rhodamine-plectin, uHTS (AID 1817); 0.02% of 290,000 active; Siah-1 / rhodamine-plectin peptide fluorescence polarization; higher % means a stronger effect; one-dose displacement, % at 20 µM; IC50 in µM for titrated hits;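 active = displacement of at least 50% at 20 µM, with a fluorescence ratio check between 0.3 and a set limit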;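 note: plate controls were Siah plus tracer with DMSO for no effect and tracer alone without Siah for full effect; strong numbers were not always called active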
GPR35 antagonists: GPR35 antagonists blocking zaprinast-driven arrestin recruitment, primary screen, imaging, U2OS, beta-arrestin-GFP, zaprinast agonist (AID 2058). U2OS GPR35 beta-arrestin-GFP translocation imaging, zaprinast antagonism; higher % means a stronger effect. one-dose inhibition, % at 10 µM; IC50 in µM for titrated hits. 0.052% of 290,000 active;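 active = inhibition of at least 50% with at least 30 cells and total cytoplasm GFP at most 10,000,000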
NTR1 ag: agonists of NTR1, primary screen, imaging, U2OS cells, beta-arrestin-GFP, high content (AID 493036); NTR1-U2OS beta-arrestin-GFP spot imaging, agonist mode; activation, % at 20 µM; 0.17% of 330,000 active;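 active = activation at or above 40% of the spot to cytoplasm intensity ratio, with at least 20 cells analyzed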;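 note: 0% = DMSO without peptide and 100% = 100 nM NTR1 peptide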
Target sequence (P30989 whole entry, looked up): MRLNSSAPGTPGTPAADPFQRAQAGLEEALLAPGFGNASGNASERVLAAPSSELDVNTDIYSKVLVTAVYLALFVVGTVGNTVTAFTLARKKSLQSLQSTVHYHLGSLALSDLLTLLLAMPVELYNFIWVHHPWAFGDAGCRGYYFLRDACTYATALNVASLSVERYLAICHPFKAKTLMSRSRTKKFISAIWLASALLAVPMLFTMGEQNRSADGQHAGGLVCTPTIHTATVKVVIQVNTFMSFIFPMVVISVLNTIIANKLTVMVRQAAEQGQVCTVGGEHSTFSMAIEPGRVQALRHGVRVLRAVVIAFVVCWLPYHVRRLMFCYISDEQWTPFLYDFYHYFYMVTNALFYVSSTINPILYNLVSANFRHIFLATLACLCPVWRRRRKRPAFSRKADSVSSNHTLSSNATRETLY
MgcRacGAP inhibition: MgcRacGAP GTPase-activating activity inhibitors, confirmation, biochemical, ADP Hunter fluorescence. MgcRacGAP-stimulated Rac1 GTP hydrolysis, ADP Hunter fluorescence; higher % means a stronger effect; GST-tagged Rac1 F28L mutant substrate. one-dose inhibition, % at 30 µM; IC50 in µM for titrated hits. 0.6% of 340,000 active;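 active = first-screen hits whose inhibition reached a set limit at any dose in the follow-up dose series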;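 note: fluorescence reports GDP produced by GAP-driven GTP hydrolysis; strong numbers were not always called active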
LYP phosphatase: inhibitors of LYP phosphatase, biochemical, fluorescence intensity, uHTS (AID 1779); recombinant LYP phosphatase, fluorescence intensity; higher % means a stronger effect; one-dose inhibition, % at 11.5 µM; IC50 in µM for titrated hits; 0.054% of 290,000 active; in the data active = inhibition above about 50%;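 note: plate controls were vehicle with enzyme for no effect and no enzyme for full effect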
GPR55 LPI antagonism: inhibition of LPI-stimulated GPR55 beta-arrestin translocation – imaging, U2OS, beta-arrestin-GFP, LPI agonist, primary screen (AID 2013); U2OS GPR55 beta-arrestin-GFP translocation imaging, LPI antagonism; higher % means a stronger effect; one-dose inhibition, % at 10 µM; IC50 in µM for titrated hits; 0.13% of 290,000 active;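 active = spots per cell inhibited over 60%, with over 100 cells counted and total cytoplasm intensity under 500,000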;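 note: U2OS cells stably carrying GPR55 and arrestin-GFP stimulated by 5 µM LPI near EC80; imaged beta-arrestin-GFP aggregate spots per cell after agonist stimulation; plate controls were LPI-stimulated DMSO wells for no effect and DMSO wells without LPI for full effect; some results filed as inactive read as strong as hits; confirmed hits need IC50 under 10 µM and bright autofluorescent wells are also inconclusive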
HIV peptide binding: inhibitors of HIV fusion peptide binding, primary screen, biochemical, uHTS, fluorescence dequenching (AID 1986); 0.3% of 290,000 active; inhibition, % at 20 µM; hits with a dose series show IC50 in µM; cell-free peptide binding, fluorescence dequenching, 30 min; higher % means a stronger effect; in the data active = inhibition mostly above about 52%, no sharp cut-off; inactive = mostly below about 76%; note: some results filed as inactive read as strong as hits
Myeloid diff MLP: promotes myeloid progenitor differentiation. calls only at 10 µM. ER-HoxA9 myeloid progenitors, lysozyme-GFP differentiation, flow cytometry. 1% of 360,000 active;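 active = normalized GFP-positive differentiation at or above the plate's own cutoff, the solvent-only control mean plus 3 SD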;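 note: cells exposed to compound for four days before flow analysis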
PhoP inhibition: inhibitors of PhoP regulon expression, primary screen, Salmonella Typhimurium, GFP reporter (AID 1863); S. Typhimurium PhoP-regulated promoter GFP reporter, 4 h; higher % means a stronger effect; inhibition, % at 50 µM, or IC50 in µM where a hit was titrated; 0.16% of 300,000 active;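 active = inhibition over 29.93%, a cutoff 3 SD above the screen mean, later confirmed by dose response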;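 note: 0% = low Mg2+ inducing control and 100% = high Mg2+ repressing control; strong numbers were not always called active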
NTR1 ag cell count 20 µM: second read-out of NTR1 ag, no call of its own (marks repeat the call); cell count; measured here: cell count, cytotoxicity flag
Myeloid diff MLP GFP+ MAC1+ %: further read-out of Myeloid diff MLP, marked with its call; GFP+ MAC1+ double positive, %; measured here: differentiation confirmed by MAC1 staining
Numbers without * were called inactive; i = inactive; nt = no result given.

Results follow in this order: Siah-1 displacement	GPR35 antagonists	NTR1 ag	NTR1 ag cell count 20 µM	MgcRacGAP inhibition	LYP phosphatase	GPR55 LPI antagonism	HIV peptide binding	Myeloid diff MLP	Myeloid diff MLP GFP+ MAC1+ %	PhoP inhibition
> Cc1nc2ccccc2c(=O)n1-c1ccc(NS(=O)(=O)c2ccc(F)cc2)cc1
 : nt	nt	-0.3	62	3%	nt	nt	nt	i	0.9	-2%
> O=C(c1ccccc1)N1CCCCC(Sc2nnc3ccccn23)C1=O (configuration not stated)
 : -1%	-4%	-0.8	48	9%	-6%	13%	2.1%	i	4.5	-5%
> CCOC(=O)c1nn(-c2ccccc2)c(-c2ccccc2)c1C(=O)c1ccccc1
 : 7%	1%	2.7	50	0%	4%	11%	-2.2%	i	0.4	-9%
> Cc1cc(NC(=O)c2cccc(S(=O)(=O)N3CCOCC3)c2)no1
 : -2%	-12%	-1.9	79	6%	-6%	5%	1.8%	i	1.2	-2%
> Cc1ccc(NC(=O)COC(=O)Cn2cnc3c2c(=O)n(C)c(=O)n3C)c(Cl)c1
 : 13%	-4%	-0.1	42	10%	-4%	-5%	1.4%	i	0.2	4%
> CCCn1cc(CN2CCC(n3nccc3NC(=O)c3ccccc3)CC2)c(C)n1
 : -2%	6%	-1.3	57	6%	-8%	9%	-0.7%	i	1.5	-3%
> Cc1ccc(OCC(=O)N(Cc2ccc(N(C)C)cc2)C2CCS(=O)(=O)C2)cc1C (configuration not stated)
 : 14%	4%	-1.2	58	2%	-1%	12%	-1.7%	i	1.0	-8%
> CCN(CC)CCCNC(=O)C1c2ccccc2Oc2ccccc21
 : 0%	-6%	0.3	37	8%	-4%	4%	0.1%	i	0.9	-13%
> CC1(C)Cc2c(sc(NC(=O)C(C)(C)C)c2C#N)C(C)(C)N1
 : 8%	8%	-1.3	47	0%	-4%	1%	-1.0%	nt	nt	6%
> COc1ccc(S(=O)(=O)NC2(C(F)(F)F)NC(=O)N(CCc3ccc(OC)c(OC)c3)C2=O)cc1 (configuration not stated)
 : -2%	-15%	-1.4	56	10%	-7%	-2%	2.3%	i	0.7	4%
> Nc1nc(-c2ccco2)nn1S(=O)(=O)c1ccccc1
 : 7%	16%	1.9	61	-2%	-5%	7%	-0.1%	i	0.2	7%
> O=C(O)Cc1ccc(NC(=O)C2CCCCC2C(=O)O)cc1 (configuration not stated)
 : 2%	2%	0.0	89	4%	-8%	-2%	-2.4%	i	1.2	2%
> CN(C)C=NC(=O)/C(C#N)=C/c1ccccc1
 : 0%	-4%	-0.2	93	8%	-4%	8%	-0.6%	i	0.5	-4%
> CCCCCCCc1ccc(-c2ccc(O)cc2)nc1
 : -6%	-3%	4.0	45	5%	-4%	2%	-0.2%	i	0.3	-11%
> COc1ccc(OC)c(NS(=O)(=O)c2ccc(NC(=O)c3ccc(NS(C)(=O)=O)cc3)cc2)c1
 : 2%	-2%	2.1	48	5%	-6%	1%	-0.9%	i	0.5	-2%
> CC(C)S(=O)(=O)c1csc(C(=O)Nc2ccc(F)cc2)c1N
 : 0%	-7%	-0.8	61	11%	2%	6%	0.6%	i	0.2	-2%
> Clc1cccc(Cl)c1-c1nnc2cccc(Cl)n12
 : -3%	2%	-2.3	91	5%	-3%	8%	-1.3%	i	0.7	0%
> COc1cc(/C=C/C(=O)N(Cc2ccccc2)c2ccccn2)cc(OC)c1OC
 : -2%	20%	-0.3	66	6%	0%	1%	-2.9%	i	1.0	1%
> O=C(CNCc1ccc(Cl)cc1)Nc1ccc(C(=O)N2CCCCCC2)cc1
 : 3%	-9%	2.6	35	3%	-7%	-5%	-0.1%	i	1.1	0%
> COc1ccc(C)cc1N(CC(=O)N1CCCCCC1)S(C)(=O)=O
 : 2%	-12%	1.0	57	13%	-12%	5%	0.8%	i	0.1	-1%
> CC(C)(C)c1ccc(/C=C/C(=O)NC2=NCCS2)cc1
 : -1%	5%	3.1	53	3%	-4%	10%	1.2%	i	0.3	-13%
> Cn1c(=O)c(N)c2c3c(c(Br)ccc31)C(=O)c1ccccc1-2
 : 48%	12%	-2.5	60	12%	-4%	40%	27%	i	0.5	-61%
> CC(=O)Nc1nonc1-c1nc2ccccc2n1CCC#N
 : 3%	-10%	0.6	68	6%	0%	4%	1.5%	i	4.7	11%
> CC(=O)Oc1cc(O)c2c(c1)OC(c1ccc(OC(C)=O)c(OC(C)=O)c1)C(OC(C)=O)C2=O (configuration not stated)
 : -4%	-3%	1.2	87	13%	2%	7%	0.2%	i	0.7	6%
> COc1ccc(N2CCN(CC(=O)NC(C)c3ccccc3)CC2)cc1 (configuration not stated)
 : -2%	-7%	0.4	41	18%	-7%	-13%	-0.9%	i	0.6	9%
> CCc1ccc(NC(=O)CSc2nc(=O)n(CCN(C)C)c3c2CCCC3)cc1
 : nt	nt	0.8	56	5%	nt	nt	nt	i	0.7	3%
> Cc1ccc(C(=O)NCc2ccccn2)o1
 : 2%	-2%	-1.3	62	3%	-10%	6%	4.9%	i	0.1	-14%
> N#Cc1cnc2ncnn2c1-c1ccccc1
 : 2%	0%	-0.2	87	2%	2%	12%	3.5%	i	0.2	3%
> COc1ccc(C(=O)NCc2nnc(SCC(=O)Nc3cccc(OC)c3)o2)cc1
 : -4%	-6%	0.4	60	10%	-10%	-11%	0.2%	i	0.6	-2%
> Cc1cccc(C)c1OC(=O)CSc1nnc(-c2ccccc2O)o1
 : 6%	11%	8.8	55	-1%	-7%	-7%	-2.6%	i	8.8	-20%

Continuation:
Results follow in this order: Siah-1 displacement	GPR35 antagonists	NTR1 ag	NTR1 ag cell count 20 µM	MgcRacGAP inhibition	LYP phosphatase	GPR55 LPI antagonism	HIV peptide binding	Myeloid diff MLP	Myeloid diff MLP GFP+ MAC1+ %	PhoP inhibition
> O=C(COc1ccc(Cl)cc1Br)Nc1ccncc1
 : 4%	4%	2.6	81	9%	-8%	22%	-2.2%	i	0.3	11%
> Cc1nc(C(=O)O)cc2c1[nH]c1ccccc12
 : nt	nt	-1.4	90	6%	nt	nt	nt	i	2.5	-16%
> O=C1C=C(NCc2ccncc2)CC(c2ccccc2)C1 (configuration not stated)
 : 0%	-5%	-1.4	68	-1%	-2%	9%	1.0%	i	0.5	-1%
> Cc1cc(/C=N/NC(=O)c2ccccn2)c(C)n1-c1cccc([N+](=O)[O-])c1
 : -1%	4%	2.0	22	-8%	0%	-2%	-1.8%	i	0.0	-11%
> C=CCNC(=O)/C(=C\c1ccc(Br)cc1)NC(=O)c1ccccc1OC
 : 5%	-13%	-0.9	71	6%	2%	5%	0.3%	i	0.1	4%
> CCOc1ncccc1C(=O)Nc1ccc(Cl)cc1
 : 2%	-8%	-1.6	96	4%	-2%	-1%	0.7%	i	0.7	7%
> O=C(COC(=O)c1cc([N+](=O)[O-])ccc1NCc1ccccc1)NC1CCCCC1
 : 3%	8%	3.9	42	5%	2%	2%	1.1%	i	0.5	-3%
> COc1ccc(NC(C)=[N+](C)CCNS(=O)(=O)c2ccc(Cl)cc2)cc1
 : 2%	-7%	0.0	51	3%	-11%	16%	-1.7%	i	2.6	-5%
> Cc1cc(C(=O)N2CCCc3ccccc32)no1
 : 4%	-4%	0.4	76	3%	1%	0%	0.6%	i	8.4	-3%
> COc1ccccc1CNC(=O)C1CCN(S(=O)(=O)c2ccc3c(c2)CC(C)N3C(=O)C2CC2)CC1 (configuration not stated)
 : 5%	8%	0.1	58	11%	-6%	17%	-0.8%	i	4.2	1%
> CCc1nc(NCc2ccc3c(c2)OCO3)c2oc3ccccc3c2n1
 : 0%	25%	0.1	50	9%	-6%	14%	-1.1%	i	0.8	-4%
> COc1ccc(OCCNC(=O)C(c2ccccc2)c2ccccc2)cc1
 : -2%	-3%	-0.1	36	10%	-6%	-17%	-0.2%	i	0.8	3%
> CN(C)/C=C/C(=O)Oc1ccc(Cl)cc1Cl
 : -7%	4%	1.9	36	8%	-9%	-1%	-0.9%	i	0.1	-3%
> Cc1ccc(OC(=O)c2ccc3snnc3c2)cc1
 : 0%	-12%	3.1	41	20%	-8%	16%	-1.2%	i	6.1	-5%
> COc1ccccc1NC(=O)c1ccc(NC2=NC3CS(=O)(=O)CC3S2)cc1 (configuration not stated)
 : 6%	2%	-2.1	47	5%	-7%	-9%	0.0%	i	3.1	nt
> CC(C)(C)C(=O)Nc1ccccc1N1CCN(C(=O)c2ccc(Cl)cc2)CC1
 : 2%	-8%	14	75	10%	-2%	7%	-3.4%	i	0.7	5%
> CCC(C)(C)n1nnnc1CN1CCC(O)(c2cccc(C(F)(F)F)c2)CC1
 : nt	nt	0.8	55	4%	nt	nt	nt	i	0.6	0%
> O=C(c1ccccc1)N1CCc2ccccc21
 : -8%	15%	-0.1	34	-2%	-10%	-11%	-0.2%	i	4.0	17%
> Cc1ccc(N(CC(=O)NCc2ccccc2)C(=O)CCC(=O)Nc2nccs2)cc1
 : -1%	-4%	0.0	44	-2%	-9%	11%	0.8%	i	2.8	-10%
> O=C(Nc1cccc(O)c1)c1cccc(S(=O)(=O)N2CCCCCC2)c1
 : 0%	-5%	-0.1	47	7%	-4%	8%	-1.9%	i	0.5	nt
> Cc1cc2nc(SCC(=O)N(C)C)c3c(c2cc1C)CCCC3
 : 1%	-9%	7.5	35	8%	7%	12%	-0.7%	i	8.1	-10%
> O=C(c1cccs1)N1CCN(c2ccc(Cl)cc2)CC1
 : 3%	4%	0.4	70	10%	-6%	-12%	-0.3%	i	0.3	1%
> COc1cc(CCN2C(=O)c3cccc4cccc(c34)C2=O)c(S(=O)(=O)NCCO)cc1OC
 : 5%	0%	-0.1	61	7%	1%	-7%	1.0%	i	0.3	-16%
> COc1ccc(C(=O)NC2CCCc3ccccc32)cc1Br (configuration not stated)
 : 10%	3%	1.7	36	4%	-2%	0%	1.0%	i	2.0	3%
> Cc1nc2ccc(-n3ccc(=O)cc3)cc2s1
 : 0%	24%	-0.6	45	1%	-9%	5%	-0.3%	i	1.6	19%
> COc1ccc(C(CNC(=O)COc2ccc(Cl)cc2C)N2CCCCC2)cc1 (configuration not stated)
 : 5%	-17%	3.5	53	10%	-7%	20%	-1.2%	i	0.8	-7%
> Cc1cccc(N2C(=S)N=C(Nc3c(C)cccc3C)C23CCOC(C)(C)C3)c1 (configuration not stated)
 : -1%	-3%	2.4	50	5%	-6%	10%	-1.7%	nt	nt	13%
> Cc1ccc(C2CC(=O)NC(SCCC(C)C)=C2C#N)cc1 (configuration not stated)
 : -3%	1%	2.4	87	4%	-3%	-3%	-0.3%	i	2.0	-2%
> O=C(c1ccccc1)c1ccccc1NC(=O)C1CCCN1Cc1ccccc1 (configuration not stated)
 : 0%	13%	4.7	41	3%	-4%	8%	-2.3%	i	1.0	-9%

Screens from PubChem BioAssay.
